# High-throughput results: PubChem BioAssay, Broad Institute
# NFkB binder: binders of NF-kB p50 subunit, primary screen, biochemical, small molecule microarray, anti-His fluorescence; Nuclear factor NF-kappa-B p105 subunit (Homo sapiens), P19838; AID 624139, 2012; calls only; 1.3% of 17,000 active; anti-His fluorescence binding;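 active means spot fluorescence over background significantly raised, with a chance value under 7% in all four replicate spots of the compound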;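 further: probe protein is his-tagged human p50 processed subunit at 1 µg/ml; raw spot fluorescence signals with no normalization applied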
# Target sequence (P19838 1-433 limits assumed): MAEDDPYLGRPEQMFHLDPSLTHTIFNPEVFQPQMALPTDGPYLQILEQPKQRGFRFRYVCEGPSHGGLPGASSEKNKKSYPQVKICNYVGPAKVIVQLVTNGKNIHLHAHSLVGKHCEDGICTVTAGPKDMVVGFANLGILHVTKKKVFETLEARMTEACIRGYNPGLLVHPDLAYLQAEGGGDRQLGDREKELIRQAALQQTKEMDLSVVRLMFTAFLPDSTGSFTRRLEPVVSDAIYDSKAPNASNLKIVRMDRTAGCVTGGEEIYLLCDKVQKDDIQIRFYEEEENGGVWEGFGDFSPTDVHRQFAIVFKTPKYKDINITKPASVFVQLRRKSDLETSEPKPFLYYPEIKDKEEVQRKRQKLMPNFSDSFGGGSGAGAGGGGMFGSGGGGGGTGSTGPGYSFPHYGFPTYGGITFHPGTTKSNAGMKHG
# Calls only; i = inactive; + = active, no number. Not all compounds are listed, so the mix of outcomes need not match the whole.
Structure	NFkB binder
C[C@@H]1CN([C@@H](C)CO)C(=O)c2cc(NC(=O)C3CCCCC3)ccc2O[C@@H](C)CCCCO[C@H]1CN(C)Cc1ccc(C(=O)O)cc1	i
COC(=O)[C@]1(Cc2ccccc2N=[N+]=[N-])N=C(c2ccc(OCCCO)cc2)O[C@@H]1c1ccccc1N=[N+]=[N-]	i
O=C(O)C1=C[C@@H](c2ccc(Br)cc2)C[C@@H](OCCCCO)O1	i
C[C@H]1CN([C@@H](C)CO)C(=O)CCCn2cc(nn2)CO[C@H]1CN(C)C(=O)Nc1ccccc1C(F)(F)F	i
C/C=C/C/C=C/CCC(=O)[C@H]1O[C@H]1C(N)=O	+
C[C@H]1CN([C@@H](C)CO)C(=O)c2cc(NC(=O)CCN3CCOCC3)ccc2O[C@@H]1CN(C)C(=O)Nc1ccccc1	i
C=CC[C@@]1(C(=O)OC)N=C(c2ccc(OCCCO)cc2)O[C@@H]1c1ccccc1CN=[N+]=[N-]	i
CC(C)NC(=O)Nc1ccc2c(c1)C(=O)N([C@H](C)CO)C[C@@H](C)[C@@H](CN(C)S(=O)(=O)c1ccccc1)OCCCC[C@@H](C)O2	i
COc1ccc(NC(=O)Nc2cccc3c2O[C@@H](CN(C)Cc2ccncc2)[C@H](C)CN([C@@H](C)CO)C3=O)cc1	i
COc1ccccc1C1=NN(C(=O)CCC(=O)O)C(c2ccco2)C1 (stereo not drawn)	i
COC(=O)COc1ccc2c(=O)c(Oc3cnn(-c4ccccc4)c3)c(C(F)(F)F)oc2c1C	i
CC(NS(=O)(=O)c1ccccc1)C(=O)Nc1ccc(Oc2ccccc2)cc1 (stereo not drawn)	i
C[C@H]1CN([C@@H](C)CO)C(=O)CCCn2cc(nn2)CO[C@H]1CN(C)C(=O)Nc1cccc(Oc2ccccn2)c1	i
C[C@@H]1CCCCO[C@H](CN(C)Cc2ccccc2)[C@H](C)CN([C@H](C)CO)C(=O)c2cc(NC(=O)Nc3ccc4c(c3)OCO4)ccc2O1	i
CNC[C@@H]1OCCCC[C@H](C)Oc2ccc(NC(=O)Nc3c(C)noc3C)cc2C(=O)N([C@@H](C)CO)C[C@H]1C	i

# Carrying on.
Structure	NFkB binder
COc1ccc(S(=O)(=O)N(C)C[C@@H]2Oc3c(NS(=O)(=O)c4c(C)noc4C)cccc3C(=O)N([C@H](C)CO)C[C@@H]2C)cc1	i
C[C@H](CO)N1C[C@H](C)[C@H](CN(C)Cc2ccc3c(c2)OCO3)Oc2ccc(NC(=O)NC3CCCCC3)cc2CC1=O	i
Cc1ccc2nsnc2c1S(=O)(=O)N1CCN(CCc2ccccc2)CC1	i
C[C@@H]1CN([C@H](C)CO)C(=O)c2cc(NS(C)(=O)=O)ccc2O[C@@H](C)CCCCO[C@H]1CN(C)C(=O)Nc1ccc(C(F)(F)F)cc1	i
COc1ccc(-c2nc(SCc3cc(Cl)ccc3OC)n[nH]2)cc1	i
COc1ccc(CN(C)C[C@H]2Oc3ccc(NS(=O)(=O)c4ccc(Cl)cc4)cc3CC(=O)N([C@H](C)CO)C[C@@H]2C)cc1	i
C[C@H]1CCCCO[C@@H](CN(C)C(=O)Cc2ccccc2)[C@@H](C)CN([C@@H](C)CO)C(=O)c2cc(NS(C)(=O)=O)ccc2O1	i
C[C@@H]1CN([C@@H](C)CO)C(=O)CCCn2cc(nn2)CO[C@H]1CN(C)C(=O)Cc1ccccc1	i
COc1ccc(CN(C)C[C@H]2Oc3ccc(NC(=O)Cc4ccccc4)cc3C(=O)N([C@@H](C)CO)C[C@H]2C)cc1	i
CCCc1cc(=O)[nH]c(SCC(=O)Nc2ccc3c(c2)OCCO3)n1	i
C[C@@H]1CN([C@H](C)CO)C(=O)c2cc(NS(C)(=O)=O)ccc2O[C@@H](C)CCCCO[C@@H]1CN(C)C(=O)Cc1ccccc1	i
C[C@H]1CN([C@@H](C)CO)C(=O)Cc2cc(NC(=O)Nc3ccc(C(F)(F)F)cc3)ccc2O[C@@H]1CN(C)CC1CC1	i
COC(=O)c1c(NC(=O)c2ccccc2N(C)S(C)(=O)=O)sc2c1CCCC2	i
CC(C)(C)NC(=O)c1cccc(NC(=O)COc2ccc3ccccc3c2)c1	i
Cc1cc(OCC(=O)Nc2ccccc2C(=O)N2CCCCC2)c(C)cc1Br	i

# The list continues.
Structure	NFkB binder
CNC[C@@H]1OCCCC[C@H](C)Oc2ccc(NC(=O)c3ccccc3)cc2C(=O)N([C@@H](C)CO)C[C@H]1C	i
COc1ccc(S(=O)(=O)N(C)C[C@@H]2Oc3ccc(NC(=O)CCCN(C)C)cc3C(=O)N([C@@H](C)CO)C[C@@H]2C)cc1	i
Cc1c(C#N)c2ccccc2n1CC(=O)NCCc1c[nH]c2ccccc12	i
CCCCC(=O)Oc1ccccc1C(=O)O	i
COC(=O)COc1c(Sc2ccc([N+](=O)[O-])cc2)c(C)nn1-c1ccccc1	i
COc1cc(CC(CO)C(CO)Cc2ccc(O)c(OC)c2)ccc1O (stereo not drawn)	i
O=S(=O)(NC1CCN(Cc2cccc(OCCO)c2)CC1)c1ccc(Cl)cc1	i
C[C@@H]1CN([C@H](C)CO)C(=O)c2cc(NC(=O)c3ccncc3)ccc2O[C@@H](C)CCCCO[C@H]1CN(C)Cc1ccc(C(=O)O)cc1	i
CNC[C@@H]1Oc2c(NC(=O)NC3CCCCC3)cccc2C(=O)N([C@H](C)CO)C[C@H]1C	i
CSc1ccccc1NC(=O)CN(C)S(=O)(=O)c1c(C)cc(C)cc1C	i
C[C@@H]1CN([C@H](C)CO)C(=O)c2cc(NS(C)(=O)=O)ccc2O[C@H]1CN(C)C(=O)Nc1ccccc1	i
CN1CCN(C(=O)C2=C[C@H](c3ccc(C(F)(F)F)cc3)C[C@H](OCc3ccc(CO)cc3)O2)CC1	i
C[C@@H]1CN([C@H](C)CO)C(=O)c2cc(NC(=O)C3CCCCC3)ccc2O[C@H]1CN(C)C(=O)Nc1ccc2c(c1)OCO2	i
CN(C)CC/C=C1\c2ccccc2CSc2ccccc21	i
CNC[C@@H]1Oc2ccc(NC(=O)Nc3ccc(OC)cc3)cc2C(=O)N([C@H](C)CO)C[C@H]1C	i

# Continuation.
Structure	NFkB binder
CC(C)NC(=O)N(C)C[C@@H]1OCCCC[C@@H](C)Oc2ccc(NC(=O)Nc3ccc(F)cc3)cc2C(=O)N([C@@H](C)CO)C[C@H]1C	i
NC(=O)C1=C[C@H](c2ccccc2)C[C@H](OCc2ccc(CO)cc2)O1	i
COC(=O)C1=CO[C@@H](O[C@@H]2O[C@H](CO)[C@@H](O)[C@H](O)[C@H]2O)[C@@H]2[C@@](C)(O)[C@@H](OC(=O)/C=C/c3ccc(OC)c(OC)c3)C[C@]12O	i
C[C@@H]1CCCCO[C@@H](CN(C)Cc2ccccc2)[C@@H](C)CN([C@H](C)CO)C(=O)c2cc(NC(=O)CCCN(C)C)ccc2O1	i
CC1=C(CCC2=CC(=O)OC2O)[C@@]2(C)CCC[C@]3(C)C(=O)OC(C1=O)[C@@H]32 (stereo partly drawn)	i
COCCCCC(=NOCCN)c1ccc(C(F)(F)F)cc1	i
CNC[C@H]1Oc2c(NC(=O)C3CCOCC3)cccc2C(=O)N([C@@H](C)CO)C[C@H]1C	i
Cc1cc(C)cc(N2C(=O)CC(SCC(=O)Nc3ccc(Br)cc3)C2=O)c1 (stereo not drawn)	i
C[C@H](CO)N1C[C@H](C)[C@H](CN(C)Cc2ccncc2)Oc2ccc(NC(=O)CCN3CCOCC3)cc2CC1=O	i
C[C@@H]1CCCCO[C@H](CN(C)C)[C@@H](C)CN([C@H](C)CO)C(=O)c2cc(NC(=O)CCCN(C)C)ccc2O1	i
C[C@H](CO)N1C[C@H](C)[C@@H](CN(C)C(=O)c2ccccc2)OCCCC[C@H](C)Oc2ccc(NS(C)(=O)=O)cc2C1=O	i
Cc1noc(C)c1S(=O)(=O)Nc1cccc2c1O[C@H](CN(C)Cc1ccc(Oc3ccccc3)cc1)[C@H](C)CN([C@@H](C)CO)C2=O	i
Cc1noc(C)c1S(=O)(=O)Nc1cccc2c1O[C@@H](CN(C)Cc1ccc3c(c1)OCO3)[C@@H](C)CN([C@@H](C)CO)C2=O	i
C[C@H]1CN([C@@H](C)CO)C(=O)CCCn2cc(nn2)CO[C@@H]1CN(C)S(=O)(=O)c1ccc(Oc2ccccc2)cc1	i
Cc1cc(O)cc(Oc2cc(C)cc(O)c2O)c1	i

# Gathered by group: the entries above with an NH in an aromatic ring.
Structure	NFkB binder
COc1ccc(-c2nc(SCc3cc(Cl)ccc3OC)n[nH]2)cc1	i
CCCc1cc(=O)[nH]c(SCC(=O)Nc2ccc3c(c2)OCCO3)n1	i
Cc1c(C#N)c2ccccc2n1CC(=O)NCCc1c[nH]c2ccccc12	i

# Additional entries
Structure	NFkB binder
Cc1noc(C)c1S(=O)(=O)N(C)C[C@H]1Oc2c(NC(=O)c3cnccn3)cccc2C(=O)N([C@H](C)CO)C[C@H]1C	i
O=C(Cc1ccccc1)OC(C(=O)NCc1ccccc1)c1ccco1 (stereo not drawn)	i
C[C@@H]1CN([C@@H](C)CO)C(=O)c2cccc(NC(=O)NC3CCCCC3)c2O[C@@H]1CN(C)C(=O)Nc1ccc(C(F)(F)F)cc1	+
COc1ccc(Cc2nnc(SCc3nc4ccccc4c(=O)[nH]3)o2)cc1	i
O=C(Nc1ccccc1C(=O)NCCN1CCOCC1)c1ccco1	i
O=C(O)CCc1nc2c3c4c(sc3ncn2n1)CCCC4	i
COc1ccc(CN(C)C[C@@H]2Oc3c(NS(=O)(=O)c4cccs4)cccc3C(=O)N([C@@H](C)CO)C[C@@H]2C)cc1	i
Cc1ccc(S(=O)(=O)Nc2ccc3c(c2)C(=O)N([C@@H](C)CO)C[C@H](C)[C@@H](CN(C)S(=O)(=O)c2ccc(C)cc2)O3)cc1	i
C=CCn1c2ccccc2c2nnc(SCc3ccc([N+](=O)[O-])cc3)nc21	i
CNC[C@H]1Oc2ccc(NC(=O)Nc3ccc4c(c3)OCO4)cc2C(=O)N([C@H](C)CO)C[C@@H]1C	i
C[C@H](CO)N1C[C@H](C)[C@@H](CN(C)Cc2ccncc2)Oc2ccc(NC(=O)Nc3ccc(F)cc3)cc2C1=O	i
Cc1noc(C)c1S(=O)(=O)Nc1ccc2c(c1)C(=O)N([C@@H](C)CO)C[C@H](C)[C@H](CN(C)C(=O)CCC(F)(F)F)OCCCC[C@H](C)O2	i
COCCCN1C(=O)c2oc3ccc(Br)cc3c(=O)c2C1c1cccc([N+](=O)[O-])c1 (stereo not drawn)	i
CC(C)NC(=O)N(C)C[C@H]1OCCCC[C@H](C)Oc2ccc(NC(=O)CCCN(C)C)cc2C(=O)N([C@H](C)CO)C[C@@H]1C	i
CC1OC(O[C@H]2CC[C@@]3(C)C(CC[C@]4(C)C3CC=C3C5CC(C)(C)CC[C@]5(C(=O)OC5OC(CO)C(OC6OC(CO)C(O)C(O)C6O)C(O)C5O)CC[C@]34C)C2(C)C)C(O)C(O)C1OC1OCC(O)(COC2OCC(O)C(OC3OCC(OC4OCC(O)(CO)C4O)C(O)C3O)C2O)C1O (stereo partly drawn)	i

# Entries from the list above containing a Cl atom, in the order listed:
Structure	NFkB binder
COc1ccc(-c2nc(SCc3cc(Cl)ccc3OC)n[nH]2)cc1	i
COc1ccc(CN(C)C[C@H]2Oc3ccc(NS(=O)(=O)c4ccc(Cl)cc4)cc3CC(=O)N([C@H](C)CO)C[C@@H]2C)cc1	i
O=S(=O)(NC1CCN(Cc2cccc(OCCO)c2)CC1)c1ccc(Cl)cc1	i

# Going on with the list:
Structure	NFkB binder
CO[C@H](CCO)[C@H](O)c1ccc(O)c(F)c1	i
CN(C)c1nc(OCCNC(=O)Nc2ccc(Cl)cc2)nc(N(C)C)n1	i
CNC[C@@H]1Oc2c(NC(=O)Nc3ccc(C(F)(F)F)cc3)cccc2C(=O)N([C@@H](C)CO)C[C@@H]1C	i
O=C(C1=C[C@H](C2CC2)C[C@H](OCc2ccc(CO)cc2)O1)N1CCN(Cc2ccccc2)CC1	i
COc1ccc(NC(=O)Nc2ccc3c(c2)C(=O)N([C@H](C)CO)C[C@@H](C)[C@@H](CN(C)S(=O)(=O)c2cccs2)O3)cc1	i
COc1ccc(CCNC(=O)c2nn3c(C(F)(F)F)cc(-c4ccccc4)nc3c2Cl)cc1OC	i
CC(C)NC(=O)Nc1ccc2c(c1)C(=O)N([C@H](C)CO)C[C@@H](C)[C@@H](CN(C)C(=O)Nc1ccccc1)OCCCC[C@@H](C)O2	i
C[C@@H]1CN([C@H](C)CO)C(=O)c2cc(NC(=O)c3ccccc3)ccc2O[C@@H](C)CCCCO[C@H]1CN(C)S(=O)(=O)c1cn(C)cn1	i
O=c1c(OC2OC(CO)C(O)C(O)C2OC2OC(CO)C(O)C(O)C2O)c(-c2ccc(O)cc2)oc2cc(O)cc(O)c12 (stereo not drawn)	i
Cc1ccc(NC(=O)CSc2n[nH]c(-c3ccncc3)n2)cc1	i
Cn1c(=O)c2c(ncn2CC(=O)N2CCN(C(=O)c3ccco3)CC2)n(C)c1=O	i
Cc1noc(C)c1NC(=O)N(C)C[C@@H]1Oc2ccc(NC(=O)Cn3cnnn3)cc2C(=O)N([C@@H](C)CO)C[C@@H]1C	i
O=C(O)c1c(Sc2ccccc2)c2cc(Cl)ccc2n1Cc1ccc(Cl)cc1	i
Cc1ccc(O)c(NC(=O)CCN2C(=O)c3ccccc3C2=O)c1	i
C=CCOC(=O)[C@@H]1[C@H]2C(=O)O[C@H](c3ccccc3)[C@H](c3ccccc3)N2[C@H](c2ccc(OCCOC(=O)[C@@H]3C[C@@H]4C(=O)N[C@@H](CC(C)C)C(=O)N4[C@@H]3c3ccc(O)cc3)cc2)[C@@]12C(=O)Nc1ccc(I)cc12	i
